Source: PubChem BioAssay (several laboratories)
BaF3 parental – parental Ba/F3 viability inhibition as JAK2V617F counter-screen. hit rate 1.1% among 220,000. inhibition, % at 5.6 µM. CellTiter-Glo ATP luminescence;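 active = inhibition above a per-campaign cutoff, the mean inhibition of all tested compounds plus 3 SD, cut at about 27% in these data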;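 note: 0% = DMSO wells and 100% = JAK Inhibitor I control wells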
Ba/F3 V617F tox – reduce viability of Ba/F3 cells dependent on JAK2V617F; Ba/F3 EpoR-JAK2V617F viability, ATP luminescence; inhibition, % at 5.6 µM; hit rate 1.1% among 220,000;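 active = inhibition above the campaign mean plus 3 SD over all tested compounds, cut at about 24% in these data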;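 note: cytokine-independent growth of Ba/F3 cells driven by EpoR plus mutant JAK2; 0% = DMSO-treated cells and 100% = JAK inhibitor I control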
S1P4 ag – activates the human S1P4 receptor | O95977 | S1P4-expressing cell line, agonist reporter assay | activation, % at 4.98 µM | hit rate 0.35% among 220,000; in the data active = activation above about 11%;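 note: 0% = DMSO vehicle and 100% = reference agonist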
Target sequence (O95977 whole entry, looked up): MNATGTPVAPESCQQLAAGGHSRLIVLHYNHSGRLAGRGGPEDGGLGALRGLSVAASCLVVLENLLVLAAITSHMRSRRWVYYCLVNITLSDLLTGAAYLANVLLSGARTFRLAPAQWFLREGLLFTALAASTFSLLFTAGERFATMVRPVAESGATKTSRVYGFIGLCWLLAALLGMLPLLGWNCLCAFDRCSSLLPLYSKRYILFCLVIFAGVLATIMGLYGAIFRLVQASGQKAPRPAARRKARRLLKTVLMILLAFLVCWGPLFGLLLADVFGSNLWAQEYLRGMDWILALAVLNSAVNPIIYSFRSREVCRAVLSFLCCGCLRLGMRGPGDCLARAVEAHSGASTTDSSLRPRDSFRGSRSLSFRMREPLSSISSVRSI
S1P4 antagonist – blocks the human S1P4 receptor | O95977 | S1P4-expressing cells, antagonist mode, reporter read-out | inhibition, % at 4.98 µM | hit rate 0.26% among 220,000 | AID 1510; in the data active = inhibition above about 29%;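 note: 0% = wells stimulated with agonist and 100% = vehicle wells without agonist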
m-calpain inh – calpain II (pig) inhibition; purified calpain II, fluorogenic peptide substrate, 30 min; inhibition, % at 16 µM; hit rate 0.37% among 220,000; AID 1236;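 active = inhibition above about 50%, limit read from the data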
TRPN1 ag – activates the zebrafish TRPN1 channel | HEK293 zebrafish TRPN1-YFP, Fluo-8 calcium fluorescence; 100% = response to 87 µM carbachol | activation, % at 3 µM | hit rate 0.18% among 220,000 | AID 1424;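 active = activation above its plate's cutoff, the mean activation of test wells on that plate plus 3 SD, cut at about 19% in these data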;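 note: 0% = DMSO alone and 100% = 87 µM carbachol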
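Material – zebrafish TRPN1-YFP in HEK293 cells · Doses – 3 µM single point · Schedule – dye 1 h 37 °C plus 30 min RT · Signal – Fluo-8 calcium fluorescence, excitation 470-495 nm, emission 515-575 nm · Read-out – % activation versus carbachol response · Control set – carbachol high, DMSO low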
EP2 modulator – modulates human prostaglandin E2 receptor EP2 signaling | AID 940 | EP2-expressing cells, cAMP HTRF FRET, PGE2 co-stimulation | induction, % at 25 µM | P43116 | hit rate 0.83% among 260,000;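 active = compounds whose cAMP rise, as percent of the full-agonist control response, exceeds 60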;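 note: rat C6 glioma line stably carrying human EP2 under a CMV promoter; the protocol text gives 20 µM as final concentration; 100% = response of wells given 1 µM PGE2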
PERK inhibitor – inhibitors of human PERK kinase | hit rate 0.17% among 220,000 | inhibition, % at 5.6 µM | Q9NZJ5 | AID 1416 | CHO PERK-DD fusion, SEAP luminescence translation reporter;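 active = inhibition above the mean inhibition of all tested compounds plus 3 SD, set separately per screening campaign, cut at about 2.9% in these data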;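 note: PERK kinase domain activated by AP20187 dimerizer at 100 nM; 0% = DMSO with dimerizer and 100% = rapamycin at 8.4 µM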
TRPML3 ag – human mucolipin-3 channel agonism; Q8TDD5; hit rate 0.29% among 220,000; AID 1448; activation, % at 3 µM; HEK293 TRPML3-YFP, Fluo-8 calcium fluorescence; 100% = the carbachol control signal;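 active = activation above its plate's cutoff, the mean activation of the plate's test wells plus 3 SD, cut at about 12% in these data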;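 note: 0% = DMSO only wells and 100% = carbachol wells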
Target sequence (Q8TDD5 whole entry, looked up): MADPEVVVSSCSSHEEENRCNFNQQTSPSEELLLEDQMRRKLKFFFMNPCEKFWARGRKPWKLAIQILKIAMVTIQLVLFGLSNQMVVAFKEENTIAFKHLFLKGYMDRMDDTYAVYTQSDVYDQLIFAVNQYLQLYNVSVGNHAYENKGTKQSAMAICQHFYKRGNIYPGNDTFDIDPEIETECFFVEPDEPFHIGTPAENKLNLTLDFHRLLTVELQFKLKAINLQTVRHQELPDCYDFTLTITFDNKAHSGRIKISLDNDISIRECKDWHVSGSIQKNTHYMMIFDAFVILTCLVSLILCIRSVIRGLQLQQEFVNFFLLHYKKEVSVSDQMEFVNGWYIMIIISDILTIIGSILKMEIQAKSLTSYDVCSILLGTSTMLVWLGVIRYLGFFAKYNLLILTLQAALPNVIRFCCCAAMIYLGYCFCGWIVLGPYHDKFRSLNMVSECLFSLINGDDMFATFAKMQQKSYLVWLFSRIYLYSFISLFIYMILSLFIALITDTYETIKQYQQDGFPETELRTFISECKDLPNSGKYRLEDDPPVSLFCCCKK
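Test system: HEK293 cells stably carrying human TRPML3-YFP; Doses: single dose, 3 µM final nominal compound, 0.3% DMSO final; Schedule: dye loading 1 h 37 °C then 30 min ambient, 125 s read; Technique: Fluo-8 calcium fluorescence; Benchmarks: high control carbachol 87 µM, low control DMSO.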
The depositor's hits bear a star; . = not tested or not shown; & = joins results of further samples. The order is random. About 3.6% of those tested had a hit in this group.

SMILES	BaF3 parental	Ba/F3 V617F tox	S1P4 ag	S1P4 antagonist	m-calpain inh	TRPN1 ag	EP2 modulator	PERK inhibitor	TRPML3 ag
CCn1c(C)nc2cc(S(=O)(=O)C(F)(F)C(F)C(F)(F)F)ccc21 (stereo not given)	13.7	-1.6	-1.0	-0.1	89.6*	6.8	-21.5	0.6	3.1
O=C(Nc1cccc(Cl)c1)Nc1ccccc1NS(=O)(=O)c1cccs1	3.9	-1.7	-0.1	6.9	-11.7	3.1	-45.0	1.0	0.8
COc1ccc(CCNC(=O)Cc2ccc(OCc3ccccc3)c(OC)c2[N+](=O)[O-])cc1OCc1ccccc1	4.6	2.4	-2.2	-11.1	4.2	-0.1	-5.8	-0.8	0.4
CCOC(=O)c1c(C)[nH]c(C)c1C(=O)CSc1nc2ccccc2c(=O)n1-c1ccc(CC)cc1	4.0	-1.2	2.4	-8.1	-37.9	0.3	27.8	-0.4	1.0
O=C(NC1CCCCC1)[C@H](CSCc1ccccc1)N1Cc2ccccc2C1=O	0.2	-8.7	0.8	-15.7	16.8	-3.4	21.6	0.7	0.5
Cc1cc(Cl)ccc1N1C(=O)CC(NNC(=O)c2cccnc2)C1=O (stereo not given)	5.3	-0.9	0.2	-19.0	7.0	-0.2	18.7	1.0	0.1
CC(=O)c1ccc(NC(=O)C(C)NCc2ccc(Cl)cc2)cc1 (stereo not given)	7.8	1.2	-0.1	-5.9	3.2	3.4	-44.1	-0.6	0.8
NC(=O)CSc1nc2c(sc3ccccc32)c(=O)n1CCCN1CCOCC1	6.2	-2.4	0.6	-8.6	-5.1	1.9	0.6	0.2	1.0
CC1(C)CC(OC(=O)c2ccco2)CC(C)(C)N1O	-1.7	-1.0	-0.6	7.9	-6.8	0.1	-6.2	0.6	-0.4
CN1CCCCCC1=Nc1ccccc1C#N	1.3	-1.0	0.3	-12.4	0.5	1.1	-7.2	0.8	0.0
COc1cccc(C2CC(=O)NC(SC)=C2C#N)c1 (stereo not given)	0.1	-2.6	-0.8	-5.3	4.5	0.8	12.0	0.9	0.4
CC(C)(C)n1[nH]c2c3c(ccc2c1=O)C(=O)c1ccccc1C3=O	6.6	2.5	-5.9	-2.3	-36.2	-1.0	-29.2	-0.2	0.9
COC(=O)C1=C(C)N=c2s/c(=C3\C(=O)Nc4ccccc43)c(=O)n2C1c1ccccc1 (stereo not given)	6.8	-3.1	2.7	-10.6	-26.7	-0.6	57.5	1.0	0.0
CCOC(=O)CN1CC23C=CC(O2)C(C(=O)O)C3C1=O (stereo not given)	4.0	0.6	0.4	-1.8	-15.1	0.4	19.4&10.2	0.5	-0.3
CCCCC(=O)Nc1nc2c(OC)ccc(OC)c2s1	8.4	-1.3	-1.2	-2.3	-2.9	-0.3	-11.4	-0.1	-0.1
O=C(Nn1c(SCc2ccc(F)cc2)nc2ccsc2c1=O)c1ccccc1	-1.1	-3.5	-2.2	-10.5	-22.8	-3.0	22.8	-0.6	0.3
COc1cccc(NC(=O)c2oc3ccccc3c2NC(=O)C2CC2)c1	2.2	-2.3	1.9	14.2	-0.2	-1.3	-5.8	-1.9	-0.5
O=C(O)CCCC(=O)Nc1cccc2cccnc12	1.8	-3.5	-0.3	4.8	-6.4	1.6	12.6	1.5	1.0
CCCCNC(=O)c1cccnc1SCC(=O)Nc1ccccc1OC	5.9	3.8	0.1	-4.8	8.2	1.7	13.9	0.3	-0.1
CCN(Cc1cc(=O)n2ccsc2n1)Cc1nc2ccccc2c(=O)[nH]1	0.9	-0.4	-0.9	-3.4	-0.6	0.8	4.2	0.4	0.8
CCN(CC)S(=O)(=O)c1ccc(OC)c(-n2cnnn2)c1	7.3	-1.8	0.1	-12.3	1.4	1.2	14.3	0.7	0.8
O=C(CCn1ccc([N+](=O)[O-])n1)Nc1nccs1	5.4	2.7	2.5	-1.6	-17.9	-1.4	12.7	1.6	-0.4
NS(=O)(=O)c1ccc(NC(=O)N[C@@H](Cc2ccccc2)C(=O)O)cc1	-0.5	0.5	-0.7	5.3	-11.0	1.9	29.1	1.2	0.5
COc1cc(CN2CCN(Cc3ccc(SC)cc3)CC2)cc(OC)c1O	7.1	-2.0	-0.6	-21.0	-27.8	1.2	37.9	0.0	1.4
Cc1cc(NC(=O)Nc2cccc(C(F)(F)F)c2)n(C)n1	0.3	-0.3	0.5	-15.2	-12.7	1.3	-32.4	-1.0	1.6
CC(C)c1ccc(NC(=O)NC2CC3CCC(C2)N3Cc2cccs2)cc1 (stereo not given)	12.0	2.0	1.2	0.3	-29.0	-0.2	-62.3&2.5	-0.7	0.8
COc1ccc2c(c1OC)C(=O)N(c1cccc(C)c1)C2	0.5	-1.5	2.2	8.8	-16.3	-0.2	-7.2	0.2	0.1
Cc1cc(=O)[nH]c(SCC(=O)NCC2CCCCC2)c1C#N	0.1	-3.4	0.3	-28.0	0.3	0.9	5.9	2.1	0.6
Cc1ccc(C(=O)OCC(=O)NCc2cccs2)c(C)c1	3.6	-1.0	-0.4	-4.8	27.9	-1.8	0.6	1.7	0.8
COc1cc(CC(=O)O)c(C(C)=O)cc1OC	6.2	-0.3	-0.4	-22.5	-3.8	0.1	12.7	1.6	0.8
COc1ccc(/C(C)=C2/SC(=S)N(CCC(=O)O)C2=O)cc1	1.9	-2.7	1.3	0.1	26.4	1.0	21.2	-0.6	0.5
CCN(CC)S(=O)(=O)c1ccc(C)c(NC(=O)COc2ccc3c(C)cc(=O)oc3c2)c1	6.0	0.8	0.6	-16.0	-13.2	1.7	-1.4	0.5	0.7
COc1ccc(/C=C/C(=O)C2CC2)cc1COc1c(C)cccc1C	1.9	0.5	-0.8	-2.1	-23.2	-0.4	36.9	0.5	-1.2
Cn1c(=O)oc2cc(S(=O)(=O)NCC3CCCO3)ccc21 (stereo not given)	1.3	-5.0	2.2	1.2	.	0.3	.	0.3	0.8
Cc1[nH]n2cnnc2c(=O)c1Br	-3.4	0.1	-0.6	10.6	9.8	0.0	3.3	0.7	-0.2
COc1ccc(-c2cc(C(=O)N3CCN(c4ccccc4)CC3)no2)cc1OC	3.6	-2.5	-0.4	-12.3	-14.5	-0.9	-22.7	-0.6	-0.2
O=C(CCCc1ccccc1)Nc1ccc2c(c1)OCCO2	2.0	3.7	0.9	6.2	10.8	-0.9	-90.7	0.0	-0.7
COc1c([N+](=O)[O-])c(=O)n(-c2ccccc2)c2ccccc12	0.8	-5.2	-1.0	-2.8	18.9	-0.8	15.3	0.8	0.8
Cn1c(CN2CCOCC2)nc2cc(NC(=O)COc3ccc([N+](=O)[O-])cc3)ccc21	2.5	2.4	1.6	0.1	-10.3	3.3	-17.5	0.0	2.0
COc1ccc(/C=C/C(=O)c2ccccc2)cc1COc1ccc(F)cc1	4.0	1.5	-1.2	11.9	14.3	0.3	26.8	0.0	0.4
c1c2c(cc3sc(N4CCCCC4)nc13)OCCO2	3.6	4.8	0.1	17.9	3.8	0.2	-0.4	0.8	-0.2
O=S(=O)(Cc1ccccc1)c1nc2ccccc2n1Cc1ccccn1	8.5	0.2	1.3	-9.3	-12.6	1.3	15.5	1.1	0.7
O=C(Nc1ccnc(-c2ccncc2)n1)c1cccs1	9.7	1.1	0.3	-11.2	-12.3	1.1	-41.5	1.5	0.8
O=C1NC(=Nc2ccccc2)S/C1=C\c1cccs1	0.6	-3.2	1.2	-14.0	14.8	-0.7	23.0	0.4	-1.2
O=S(=O)(c1ccc(-c2ccon2)s1)N1CCN(CCN2CCOCC2)CC1	2.5	4.2	0.1	1.1	1.0	1.4	-0.7	-1.8	0.4
C=C(C)CN(CC)C(=O)CC1C(=O)NCCN1C (stereo not given)	4.8	-1.1	0.0	0.2	-7.5	2.1	9.7	0.9	0.9
C#CCNc1c2c(nc3ncnn13)CC(C)CC2 (stereo not given)	-6.4	0.2	0.0	-2.9	5.6	2.1	-35.1&-14.4	0.4	-1.1
CNC(=O)c1ccccc1NC(=O)c1ccco1	9.8	0.8	1.3	-2.3	-21.3	0.1	-22.1&-3.4	0.2	0.2
O=C(NNC(=O)C1CC2CCC1C2)c1ccccc1 (stereo not given)	3.7	-0.3	-0.4	-11.7	-0.5	0.8	-1.9	0.5	-0.3
O=C(Cn1ncc2c3ccccc3n(Cc3ccccc3)c2c1=O)NCc1ccco1	1.4	-3.1	1.4	-4.7	-11.6	-0.4	10.7	-1.0	0.5
Cc1cccc(-c2cc(C(=O)NCc3ccccn3)c3ccccc3n2)c1	2.5	-2.4	0.8	12.3	-30.5	-0.6	-13.1	-0.6	-1.5
CCOC(=O)C1=C(CS(=O)(=O)c2ccccc2)NC(=O)NC1c1ccccc1OCC (stereo not given)	5.3	-2.2	1.5	-16.2	-36.4	-0.9	-3.5	-0.1	0.1
Cc1ccc(CN2CCN(/N=C/C(Br)=C\c3ccccc3)CC2)cc1	0.1	-4.6	-1.2	-27.4	26.7	-1.0	-49.9	-0.7	0.3
O=C1c2ccccc2C(=O)c2c1cccc2N1CCN(CCO)CC1	3.0	4.5	-1.8	-1.9	-7.2	-1.2	-11.7	-0.7	-1.2
O=S(=O)(C(=CNc1ccccc1)S(=O)(=O)c1ccccc1)c1ccccc1	5.2	0.0	-0.2	-5.5	-9.4	-1.0	30.8	0.1	-0.6
Cc1cccc(-c2nc(CN3CCCC(C(=O)NC4CCCCCC4)C3)c(C)o2)c1 (stereo not given)	2.6	1.3	2.8	5.9	-2.5	-1.4	34.6	-1.0	0.4
COc1ccc(/C=C(/NC(=O)c2ccccc2)C(=O)N/N=C/c2ccncc2)c(OC)c1	2.9	-1.1	0.9	-4.1	-2.6	1.3	-9.3	-0.3	0.3
Cc1cccc(OCC(=O)Nc2ccc(N3CCN(C(=O)c4ccco4)CC3)cc2)c1C	3.1	-4.3	2.8	-17.3	-23.8	2.2	-4.2	0.0	0.6
Cc1ccc(C(=O)COC(=O)CNC(=O)Cc2ccccc2)cc1[N+](=O)[O-]	3.1	-3.6	1.3	9.1	12.6	-0.1	6.2	2.6	0.2
Brc1ccccc1OCCCN1CCOCC1	-0.6	-3.6	0.0	-28.6	-11.2	-0.2	22.6	0.1	-0.1
The results go on.
SMILES	BaF3 parental	Ba/F3 V617F tox	S1P4 ag	S1P4 antagonist	m-calpain inh	TRPN1 ag	EP2 modulator	PERK inhibitor	TRPML3 ag
OCCCN=C1CCCc2c1[nH]c1ccc(Cl)cc21	-3.1	-0.8	1.0	-4.2	-64.3	-0.8	-44.4	0.9	0.6
NS(=O)(=O)c1ccc(CCNC(=O)c2ccc3nc4ccc(Cl)cc4c(=O)n3c2)cc1	1.0	-4.0	1.4	-24.4	-141.0	-0.5	-47.5	0.7	0.7
CC1=CC2=NC(=O)/C(=C/c3coc4ccccc4c3=O)C(=N)N2O1	-2.7	4.5	0.1	-14.2	-35.7	35.5*	-43.1	0.5	18.6*
CN(C)S(=O)(=O)c1cccc(C(=O)OCC(=O)Nc2ccccc2OC(F)F)c1	3.5	-2.1	-0.7	-3.7	24.5	0.5	-23.4	1.7	0.3
Cc1cccc(C)c1-n1nnnc1C(C)(C)N1CCN(N=O)CC1	0.6	0.1	1.4	0.5	7.4	-1.0	-16.2	-0.3	0.6
